PRC2 inh: EZH2/PRC2 methyltransferase inhibitors, primary screen, biochemical, DELFIA time-resolved fluorescence, single point. PRC2 H3K27 methylation, DELFIA TRF, 1 h. inhibition, % at 12.5 µM. Histone-lysine N-methyltransferase EZH2 (Homo sapiens), Q15910. AID 651548, 2012. 0.35% of 57,000 active;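 active means mean inhibition of replicates at least 50% and every single replicate also reaching 50%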;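 further: dimethyl H3K27 on biotinylated H3 21-44 peptide detected by antibody; plate controls were median neutral control wells for no effect and median positive control wells for full effect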
Target sequence (Q15910 whole entry, looked up): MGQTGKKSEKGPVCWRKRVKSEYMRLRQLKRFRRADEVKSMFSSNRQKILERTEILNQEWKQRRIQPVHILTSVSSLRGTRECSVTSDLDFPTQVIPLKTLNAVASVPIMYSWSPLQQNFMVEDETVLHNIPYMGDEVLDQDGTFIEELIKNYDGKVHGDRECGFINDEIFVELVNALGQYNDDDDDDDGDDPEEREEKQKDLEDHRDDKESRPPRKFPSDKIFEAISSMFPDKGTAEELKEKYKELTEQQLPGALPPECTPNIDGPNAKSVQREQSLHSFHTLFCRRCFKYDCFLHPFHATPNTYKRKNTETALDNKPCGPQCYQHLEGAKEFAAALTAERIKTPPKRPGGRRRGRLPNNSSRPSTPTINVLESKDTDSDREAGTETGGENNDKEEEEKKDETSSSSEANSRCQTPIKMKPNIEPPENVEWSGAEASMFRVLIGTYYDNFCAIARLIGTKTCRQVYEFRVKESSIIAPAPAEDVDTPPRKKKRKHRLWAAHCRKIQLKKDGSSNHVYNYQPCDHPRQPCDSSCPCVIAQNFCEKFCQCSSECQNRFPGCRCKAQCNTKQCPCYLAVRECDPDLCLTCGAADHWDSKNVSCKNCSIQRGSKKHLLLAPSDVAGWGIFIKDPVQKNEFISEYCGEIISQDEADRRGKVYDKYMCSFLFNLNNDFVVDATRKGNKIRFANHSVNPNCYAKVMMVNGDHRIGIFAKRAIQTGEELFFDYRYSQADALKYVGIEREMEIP
IDH1 R132H inh: inhibitors of IDH1 R132H reductase, primary screen, biochemical, plate reader, single point; Isocitrate dehydrogenase [NADP] cytoplasmic (Homo sapiens), O75874; diaphorase/resazurin fluorescence, 60 min; inhibition, % at 10 µM; 0.18% of 70,000 active; in the data active means inhibition above about 34%;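 further: 0% = DMSO and 100% = no enzyme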
* marks the source's active call; other numbers are inactive results; · = no result given; & = joins results of further samples.

molecule,PRC2 inh,IDH1 R132H inh
COc1cccc(C(=O)Nc2ccc3c(c2)C(=O)N(C)C[C@@H](OC)[C@H](C)CN(CCc2ccccc2)[C@@H](C)CO3)c1,-2.6,-0.5
C[C@@H]1CN([C@@H](C)CO)C(=O)c2cc(NS(=O)(=O)c3ccc(F)cc3)ccc2O[C@H]1CN(C)Cc1ccccc1,-1.0,-0.1
C[C@H](CO)N1C[C@H](C)[C@H](CN(C)Cc2ccc(-c3ccccc3)cc2)Oc2ccc(NC(=O)Cn3cnnn3)cc2CC1=O,-15.5,-1.2
COc1ccc(S(=O)(=O)Nc2ccc3c(c2)C(=O)N([C@@H](C)CO)C[C@@H](C)[C@H](CN(C)S(=O)(=O)c2ccccc2)OCCCC[C@@H](C)O3)cc1,·,-1.2
CN(C)c1ccc2c(c1)[C@@H]1C[C@H](CC(=O)NCc3ccc(-c4ccccc4)cc3)O[C@@H](CO)[C@@H]1O2,-1.8,-4.8
O=C(CN1CCOCC1)N[C@H]1CC[C@H](CCNC(=O)C2CCCC2)O[C@@H]1CO,8.1,0.1
COc1ccc(CCC(=O)c2c(O)cc(O[C@@H]3O[C@H](CO)C(O)[C@H](O)C3O[C@@H]3O[C@@H](C)[C@H](O)[C@@H](O)[C@H]3O)cc2O)cc1O (some centres undefined),·,-0.1
C[C@@H]1CN([C@H](C)CO)C(=O)Cc2cc(NC(=O)CCC(F)(F)F)ccc2O[C@H]1CN(C)Cc1ccc(Cl)c(Cl)c1,·,1.6
C=C(C)[C@@H]1CC[C@]2(CO)CC[C@]3(C)[C@H](CC[C@@H]4[C@@]5(C)CC[C@H](O)C(C)(C)[C@@H]5CC[C@]43C)[C@@H]12,14.1,0.6
Cc1ccccc1S(=O)(=O)N(C)C[C@H]1OCc2ccccc2-c2c(n(C)c3ccccc23)C(=O)N([C@@H](C)CO)C[C@@H]1C,-51.6,·
CCCCNc1cc(C(=O)O)cc(S(N)(=O)=O)c1Oc1ccccc1,-12.0,-0.1
Cc1ccc(S(=O)(=O)N(C)C[C@H]2Oc3ccc(NS(C)(=O)=O)cc3C(=O)N([C@H](C)CO)C[C@H]2C)cc1,·,1.4
CSc1ccc(S(=O)(=O)NCc2ccccn2)cc1,-0.5,0.2
Cc1cc(C(=O)Nc2cccc3c2O[C@@H](CN(C)Cc2ccc(Cl)c(Cl)c2)[C@@H](C)CN([C@H](C)CO)C3=O)n(C)n1,0.0,·
COc1ccccc1-c1cnc2c(c1)C(=O)N([C@@H](C)CO)C[C@H](C)[C@H](CN(C)C(=O)c1ccccc1)O2,4.9,-9.5
CO[C@H]1CN(C)C(=O)c2cc(NC(=O)c3ccccc3)ccc2OC[C@@H](C)NC[C@H]1C,7.2,0.0
COc1ccc(NC(=O)Nc2ccc3c(c2)C(=O)N([C@H](C)CO)C[C@H](C)[C@@H](CN(C)C(=O)Nc2ccc(C(F)(F)F)cc2)OCCCC[C@H](C)O3)cc1,·,0.5
Cc1cc(OCC(=O)Nc2ccc3oc(-c4ccncc4)nc3c2)cc(C)c1Cl,3.5,-0.5
Cc1ccccc1-c1cnc2c(c1)C(=O)N([C@@H](C)CO)C[C@@H](C)[C@@H](CN(C)C(=O)c1ccccc1)O2,·,0.4
N#Cc1nc(COc2cccc(Cl)c2)oc1NCc1ccncc1,·,21.5
C[C@@H]1CCCCO[C@@H](CN(C)Cc2ccncc2)[C@H](C)CN([C@@H](C)CO)C(=O)c2cc(N(C)C)ccc2O1,9.7,-0.6
CCCC#Cc1ccc2c(c1)O[C@H](CN(C)Cc1ccccn1)[C@@H](C)CN([C@H](C)CO)S2(=O)=O,-1.3,0.5
C[C@H](CO)N1C[C@H](C)[C@H](CN(C)Cc2ccc(C(=O)O)cc2)Oc2ccc(NC(=O)Nc3ccc(C(F)(F)F)cc3)cc2CC1=O,·,5.8
C[C@@H]1CN([C@@H](C)CO)C(=O)c2cc(N(C)C)ccc2O[C@@H](C)CCCCO[C@H]1CN(C)S(=O)(=O)c1cccs1,2.9,-0.8
COCC(=O)Nc1ccc2c(c1)OC[C@@H](C)N(C(=O)CC1CC1)C[C@H](C)[C@@H](OC)CN(C)C2=O,0.1,0.5
C[C@@H]1CN([C@H](C)CO)C(=O)c2cc(NC(=O)Nc3ccc4c(c3)OCO4)ccc2O[C@@H]1CN(C)Cc1ccc2c(c1)OCO2,-11.3,0.7
COc1ccc(S(=O)(=O)N[C@H]2C=C[C@H](CC(=O)O)O[C@@H]2CO)cc1,6.9,-0.1
CN(C)C(=O)C[C@H]1C=C[C@H](NS(=O)(=O)c2ccccc2)[C@H](CO)O1,0.2,0.2
CC(C)NC(=O)Nc1cccc2c1O[C@H](CN(C)C)[C@@H](C)CN([C@@H](C)CO)C2=O,-4.2,-2.1
C[C@@H]1CN([C@H](C)CO)S(=O)(=O)c2ccc(C3=CCCCC3)cc2O[C@@H]1CN(C)C(=O)Cc1ccncc1,-46.2,-7.8
C[C@H]1CN([C@@H](C)CO)C(=O)Cc2cc(NS(=O)(=O)c3cccs3)ccc2O[C@@H]1CN(C)C,4.4,1.5
COc1ccc(NC(=O)Nc2ccc3c(c2)C(=O)N([C@H](C)CO)C[C@@H](C)[C@H](CN(C)Cc2ccncc2)O3)cc1,2.9,·
COc1ccc(NC(=O)Nc2ccc3c(c2)C(=O)N(C)C[C@H](OC)[C@H](C)CN[C@H](C)CO3)cc1,-1.2,·
COc1ccc(S(=O)(=O)Nc2ccc3c(c2)C(=O)N([C@H](C)CO)C[C@H](C)[C@@H](CN(C)S(=O)(=O)c2cccs2)OCCCC[C@@H](C)O3)cc1,·,1.5
C[C@H](CO)N1C[C@H](C)[C@@H](CN(C)C(=O)Nc2cccc3ccccc23)OCCCC[C@H](C)Oc2ccc(NC(=O)c3ccncc3)cc2C1=O,·,1.2
Cc1cccc(OCCCC(=O)Nc2ccccc2[N+](=O)[O-])c1C,·,-1.0
CCCC#Cc1cnc2c(c1)C(=O)N([C@H](C)CO)C[C@@H](C)[C@@H](CN(C)S(C)(=O)=O)O2,7.4,-3.8
CO[C@@H]1CN(C)C(=O)c2cc(NC(=O)NC3CCCCC3)ccc2OC[C@H](C)N(C)C[C@@H]1C,7.6,0.6
C[C@@H]1CN([C@@H](C)CO)C(=O)c2cc(C#Cc3ccccc3F)cnc2O[C@H]1CN(C)C(=O)C1CC1,-13.2,-3.2
O=C(C[C@H]1C[C@@H]2c3cc(NC(=O)Nc4ccc(C(F)(F)F)cc4)ccc3O[C@@H]2[C@@H](CO)O1)NCc1ccc(Cl)cc1,-1.6,0.1
Cc1ccc(S(=O)(=O)Nc2ccc3c(c2)CC(=O)N([C@@H](C)CO)C[C@H](C)[C@@H](CN(C)S(C)(=O)=O)O3)cc1,·,-14.4
CCO[C@H]1OC(C(=O)N2CCCC2)=C[C@@H](c2ccc(C(F)(F)F)cc2)[C@@H]1CCCO,-3.0,·
C[C@H]1CN([C@@H](C)CO)C(=O)c2cccc(NC(=O)c3ccncc3)c2O[C@@H]1CN(C)Cc1ccc(C(F)(F)F)cc1,0.1,1.7
COc1ccc(-c2c(C(F)(F)F)oc3cc(OCC(=O)Nc4ccc(C)cc4)ccc3c2=O)cc1OC,-15.7,0.0
COCC(=O)N(C)C[C@H]1Oc2ncc(C#C[C@H](C)O)cc2C(=O)N([C@@H](C)CO)C[C@H]1C,-20.2&-0.6,·
CC(=O)N(C)C[C@H]1Oc2cc(C#Cc3cccnc3)ccc2S(=O)(=O)N([C@H](C)CO)C[C@H]1C,-8.7,0.3
COc1ccc(NC(=O)Nc2cccc3c2O[C@@H](CN(C)C(=O)NC2CCCCC2)[C@H](C)CN([C@@H](C)CO)C3=O)cc1,7.3,-0.1
COc1ccccc1NC(=O)N(C)C[C@@H]1Oc2ncc(C#CCC(C)C)cc2C(=O)N([C@H](C)CO)C[C@@H]1C,·,-0.2
CCCc1cn(CC[C@H]2CC[C@@H](NC(=O)CCN3CCCCC3)[C@@H](CO)O2)nn1,11.1,0.3
CO[C@@H]1CN(C)C(=O)c2cc(NS(C)(=O)=O)ccc2OC[C@H](C)N(CCC(F)(F)F)C[C@H]1C,3.3,0.0

Compound profiles, as listed above. Values in the order: PRC2 inh, IDH1 R132H inh
Profile of O=C(C[C@H]1C[C@@H]2c3cc(NC(=O)Nc4ccc(C(F)(F)F)cc4)ccc3O[C@@H]2[C@@H](CO)O1)NCc1ccc(Cl)cc1 = -1.6, 0.1
Profile of Cc1ccccc1S(=O)(=O)N(C)C[C@H]1OCc2ccccc2-c2c(n(C)c3ccccc23)C(=O)N([C@@H](C)CO)C[C@@H]1C = -51.6, ·

Given as labelled records: part of the list above
CO[C@@H]1CN(C)C(=O)c2cc(NC(=O)NC3CCCCC3)ccc2OC[C@H](C)N(C)C[C@@H]1C
- PRC2 inh = 7.6
- IDH1 R132H inh = 0.6
C[C@@H]1CN([C@@H](C)CO)C(=O)c2cc(C#Cc3ccccc3F)cnc2O[C@H]1CN(C)C(=O)C1CC1
- PRC2 inh = -13.2
- IDH1 R132H inh = -3.2

More entries.
molecule,PRC2 inh,IDH1 R132H inh
COc1cccc(C#Cc2cnc3c(c2)C(=O)N([C@@H](C)CO)C[C@@H](C)[C@@H](CN(C)C(=O)C2CC2)O3)c1,-4.3,·
C/C=C/c1cnc2c(c1)C(=O)N([C@H](C)CO)C[C@@H](C)[C@@H](CN(C)Cc1ccccc1F)O2,2.3,0.1
COc1ccc(S(=O)(=O)N(C)C[C@@H]2Oc3ccc(NC(=O)CCC(F)(F)F)cc3C(=O)N([C@@H](C)CO)C[C@H]2C)cc1,·,-2.5
C[C@H](CO)N1C[C@H](C)[C@H](CN(C)C(=O)Cc2ccncc2)Oc2ncc(C3=CCCCC3)cc2C1=O,-12.0,·
C[C@@H]1CN([C@@H](C)CO)C(=O)c2ccccc2-c2ccccc2CO[C@H]1CN(C)C(=O)Nc1ccnc(N2CCOCC2)c1,-3.9,-1.1
Cc1ccc(S(=O)(=O)N[C@@H]2CC[C@H](CCNC(=O)C3CCCC3)O[C@@H]2CO)cc1,-10.5,0.1
Fc1ccc(N(Cc2nc3ccccc3[nH]2)Cc2nc3ccccc3[nH]2)cc1,-12.4,0.0
C[C@@H]1CCCCO[C@@H](CN(C)C(=O)c2ccncc2)[C@@H](C)CN([C@@H](C)CO)C(=O)c2cc(NC(=O)C3CCCCC3)ccc2O1,-2.9,·
Cc1noc(C)c1S(=O)(=O)N(C)C[C@@H]1Oc2ccc(N(C)C)cc2CC(=O)N([C@@H](C)CO)C[C@@H]1C,8.6,-13.1
C[C@H](CO)N1C[C@H](C)[C@H](CN(C)CC2CCCCC2)OCCCC[C@H](C)Oc2ccc(NS(=O)(=O)c3ccc(Cl)cc3)cc2C1=O,·,1.8
C[C@H]1CN([C@@H](C)CO)C(=O)c2cccc(NC(=O)Nc3ccc(C(F)(F)F)cc3)c2O[C@@H]1CN(C)Cc1ccc(Cl)c(Cl)c1,·,4.5
Cc1ccc(S(=O)(=O)N[C@@H]2CC[C@H](CCNC(=O)c3ccccc3F)O[C@@H]2CO)cc1,-7.9,0.2
C/C=C/c1cnc2c(c1)C(=O)N([C@@H](C)CO)C[C@@H](C)[C@@H](CN(C)C(=O)CN1CCOCC1)O2,-0.6,-4.0
C[C@@H]1CN([C@@H](C)CO)C(=O)c2cccc(NC(=O)c3ccncc3)c2O[C@H]1CN(C)CC1CCCCC1,-10.6,·
CNC[C@@H]1Oc2ccc(NC(=O)Cc3ccccc3)cc2C(=O)N([C@@H](C)CO)C[C@@H]1C,1.9,-1.6
CC(C)NC(=O)N(C)C[C@@H]1Oc2c(NS(=O)(=O)c3cccs3)cccc2C(=O)N([C@H](C)CO)C[C@@H]1C,·,0.7
COc1ccc(S(=O)(=O)Nc2ccc3c(c2)C(=O)N([C@H](C)CO)C[C@H](C)[C@H](CN(C)Cc2ccccc2)O3)cc1,·,-0.3
COc1ccc(NC(=O)CSc2nnc3n4ncnc4c4c5c(sc4n23)COC(C)(C)C5)cc1,-3.8,-0.1
COC(=O)CCCCCCC(=O)N/N=C/c1ccc2ccccc2c1,15.7,·
C[C@H](CO)N1C[C@H](C)[C@@H](CN(C)C(=O)c2cccc(F)c2)Oc2cc(-c3cccc(F)c3)ccc2S1(=O)=O,·,-0.4
C[C@@H]1CN([C@H](C)CO)C(=O)Cc2cc(NC(=O)Nc3ccc4c(c3)OCO4)ccc2O[C@H]1CN(C)Cc1ccc(Oc2ccccc2)cc1,·,-1.1
COc1ccccc1-c1cn(CC[C@H]2CC[C@H](NC(=O)CCN3CCCCC3)[C@@H](CO)O2)nn1,-7.0,-0.3
CC(C)c1ccc(NC(=O)CSc2nnc(-c3ccccc3Cl)n2C)cc1,-4.7,-0.5
Cc1ccccc1N1CCN(S(=O)(=O)CC23CCC(C[C@@H]2NC(=O)[C@@H](N)CCS(C)(=O)=O)C3(C)C)CC1 (some centres undefined),·,-1.4
O=C(NS(=O)(=O)c1ccc(NC(=O)C2COc3ccccc3O2)cc1)c1ccccc1 (centres undefined),9.8,0.6
C[C@H]1CCCCO[C@@H](CN(C)Cc2ccncc2)[C@@H](C)CN([C@@H](C)CO)C(=O)c2cc(NS(=O)(=O)c3cn(C)cn3)ccc2O1,·,0.6

Some of the compounds tested (hit frequency here may not be typical).
